Glyco luc inh: N-linked glycosylation inhibition | D54 ERlucT glycosylation luciferase reporter, 24 h; percent of 100 nM tunicamycin response | reporter increase, % at 12.5 µM | 360,000 tested, 0.23% active | AID 588692;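 active = mean luciferase reporter signal, scaled so untreated is 0 and the glycosylation-blocking control 100, at or above a set limit in every replicate; inconclusive = mean reaches the limit but not every replicate does; inactive = mean below the limit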;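 note: luciferase carries N-glycosylation sites so blocking glycosylation raises the light; 0% = median of neutral control wells and 100% = median of 100 nM tunicamycin wells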
HTR2A ag: activates the mouse 5-HT2A serotonin receptor | activation, % at 7.6 µM | 360,000 tested, 0.66% active | CHO-K1 mHTR2A beta-arrestin complementation, luminescence; percent of 30 µM serotonin response | AID 624169;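 active = activation above a run cutoff, the mean activation of all tested compounds plus 3 SD, cut at about 14% in these data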;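 note: 0% = plate median of compound wells and 100% = 30 µM serotonin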
Target sequence (P35363 whole entry, looked up): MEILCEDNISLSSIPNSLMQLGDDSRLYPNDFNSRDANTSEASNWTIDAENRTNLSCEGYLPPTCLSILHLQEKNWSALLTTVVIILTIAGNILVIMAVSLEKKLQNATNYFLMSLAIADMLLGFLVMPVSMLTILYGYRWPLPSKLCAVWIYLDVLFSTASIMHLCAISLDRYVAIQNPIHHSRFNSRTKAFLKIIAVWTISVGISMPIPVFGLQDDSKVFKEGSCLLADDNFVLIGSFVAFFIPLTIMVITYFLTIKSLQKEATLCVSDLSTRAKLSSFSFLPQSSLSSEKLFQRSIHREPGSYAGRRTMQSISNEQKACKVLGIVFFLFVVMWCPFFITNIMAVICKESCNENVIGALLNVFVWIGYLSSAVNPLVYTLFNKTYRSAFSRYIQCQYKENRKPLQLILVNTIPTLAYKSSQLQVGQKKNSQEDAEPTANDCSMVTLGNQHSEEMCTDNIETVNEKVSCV
PDI turbidity: inhibitors of human protein disulfide isomerase; P07237; PDI insulin aggregation turbidity, A650, 90 min; inhibition, % at 10 µM; 350,000 tested, 0.052% active;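 active = mean inhibition across replicates of 30% or more, whatever share of single replicates reach that level; inconclusive = mean inhibition below 30% while every single replicate reaches 30%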;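 note: absorbance from insulin aggregation driven by PDI reduction with DTT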
Target sequence (P07237 whole entry, looked up): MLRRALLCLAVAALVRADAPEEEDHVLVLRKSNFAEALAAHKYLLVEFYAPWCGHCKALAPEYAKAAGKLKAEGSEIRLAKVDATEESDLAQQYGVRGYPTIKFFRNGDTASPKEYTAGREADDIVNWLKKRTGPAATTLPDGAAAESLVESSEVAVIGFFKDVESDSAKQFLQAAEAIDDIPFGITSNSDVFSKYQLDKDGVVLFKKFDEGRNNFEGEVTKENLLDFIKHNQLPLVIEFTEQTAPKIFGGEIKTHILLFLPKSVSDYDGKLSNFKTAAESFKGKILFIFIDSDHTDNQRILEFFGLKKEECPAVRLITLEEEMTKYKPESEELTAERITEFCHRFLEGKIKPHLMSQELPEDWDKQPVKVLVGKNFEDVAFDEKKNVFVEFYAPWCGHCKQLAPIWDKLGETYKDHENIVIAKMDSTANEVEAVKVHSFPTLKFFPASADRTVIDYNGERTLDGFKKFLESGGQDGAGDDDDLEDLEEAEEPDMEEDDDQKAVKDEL
MC4R ag barr: activates human MC4R beta-arrestin recruitment; U2OS MC4R beta-arrestin complementation, luminescence; percent of melanotan II response, DMSO zero; P32245; 360,000 tested, 0.98% active; activation, % at 8.9 µM;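 active = activation above a per-plate cutoff, the mean activation of sample wells on that plate plus 3 SD, cut at about 8% in these data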
Cardio protect: myocardial damage modulation in H9c2 cells | H9c2 cardiomyocytes, H2O2 injury protection, ATPLite, 2 h | protection from H2O2 cell death, % at 20 µM | 360,000 tested, 0.63% active;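 active = compounds giving at least 50% protection of heart cells from peroxide-induced death in the single-dose screen, raw or plate-pattern-corrected value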;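 note: 0% = DMSO wells with peroxide and 100% = DMSO wells without peroxide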
ABCB6 inh MLPCN: blocks the human ABCB6 transporter; K562-ABCB6 porphyrin accumulation, flow cytometry, 1 h; hits give low values; Q9NP58; fluorescence ratio to DMSO, % at 10 µM; AID 602162; 360,000 tested, 0.19% active;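 active = fluorescence ratio to DMSO below 75%, the collection mean minus 3 SD; inconclusive = too few cells collected in the well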;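 note: signal is porphyrin accumulated inside mitochondria; 100% equals median channel fluorescence of DMSO control wells; lower ratio means ABCB6 inhibition with less porphyrin fluorescence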
MC4R antag cAMP: blocks human MC4R cAMP signaling | inhibition, % at 6.5 µM | MC4R-expressing cells, MTII-stimulated cAMP, LANCE TR-FRET | AID 540295 | 360,000 tested, 0.48% active | P32245;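 active = inhibition above its plate's cutoff, the mean of tested wells on that plate plus 3 SD, cut at about 29% in these data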;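 note: 0% = Melanotan II alone and 100% = Melanotan II plus saturating MCL0020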
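System – human MC4R-expressing U2OS cells · Also added – Melanotan II · Dosing – one concentration, 6.5 µM nominal · Timing – 30-min compound, 1-h challenge, 1-h detection, room temperature · Measured by – Eu-cAMP/anti-cAMP TR-FRET, emission 671 nm · Replicates – singlicate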
ABHD5-PLIN5 inh: ABHD5-PLIN5 protein interaction inhibition; Split G. princeps luciferase complementation, luminescence, 4 h; 360,000 tested, 0.78% active; inhibition, % at 4 µM;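 active = inhibition above the mean inhibition across every tested compound plus 3 SD, cut at about 22% in these data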;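 note: 0% = DMSO only wells and the 100% control is not disclosed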
CaV13 FRET inh: Disruptors of the CACNA1D IQ motif to Ca2+-dependent inactivation inhibitor domain association, primary screening, Förster resonance energy transfer in intact living … | HEK cells, CFP/YFP FRET ICDI-IQ, plate reader, 10 min; percent FRET-ratio fall versus neutral wells | inhibition, % at 12.3 µM | 340,000 tested, 0.098% active;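 active = mean replicate inhibition of at least 30% and at least 1% of replicates passing that level; inconclusive = only one of the two criteria is met; inactive = neither criterion is met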;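 note: 0% = median of the neutral control wells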
Exocytosis inh: blocks lytic granule exocytosis; 360,000 tested, 0.66% active; TALL-104 LAMP-1 surface exposure, flow cytometry; cells stimulated with thapsigargin and PMA; inhibition, % at 10 µM;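 active = inhibition above about 55%, limit read from the data; inconclusive = no clear call, values can overlap the other calls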
Numbers without * were called inactive.

For Cc1ccc(Oc2cc(NC(=O)CCCn3nc([N+](=O)[O-])cc3C)cc([N+](=O)[O-])c2)cc1 the results were Glyco luc inh -1, HTR2A ag -7, PDI turbidity 2, MC4R ag barr 0.6, Cardio protect 1, ABCB6 inh MLPCN 95, MC4R antag cAMP 6, ABHD5-PLIN5 inh -2, CaV13 FRET inh -3 and Exocytosis inh 1.
`O=C(COC(=O)c1cc(S(=O)(=O)N2CCOCC2)ccc1F)NC1CC1` gave Glyco luc inh 1, HTR2A ag 21*, PDI turbidity 21, MC4R ag barr -1.3, Cardio protect 2, ABCB6 inh MLPCN 101, MC4R antag cAMP 20, ABHD5-PLIN5 inh 8, CaV13 FRET inh -3 and Exocytosis inh 4.
`CC(C)C[C@H](NC(=O)c1nc[nH]c1C(=O)N1CCNCC1)C(=O)OCc1ccccc1` gave Glyco luc inh -3, HTR2A ag -10, PDI turbidity 0, MC4R ag barr -1.4, Cardio protect -4, ABCB6 inh MLPCN 95, MC4R antag cAMP 9, ABHD5-PLIN5 inh 12, CaV13 FRET inh -5 and Exocytosis inh -4.
Screening Cc1cc(C)cc(NC(=O)CN2CCN(C(=O)C3CCCO3)CC2)c1 (stereo unspecified) returned Glyco luc inh 2, HTR2A ag 6, PDI turbidity -1, MC4R ag barr -2.0, Cardio protect -4, ABCB6 inh MLPCN 98, MC4R antag cAMP 1, ABHD5-PLIN5 inh 2, CaV13 FRET inh -5 and Exocytosis inh -1.
For Cc1cc2occ(CC(=O)N(CC(C)C)c3c(N)n(Cc4ccccc4)c(=O)[nH]c3=O)c2cc1C the results were Glyco luc inh -1, HTR2A ag 0, PDI turbidity -1, MC4R ag barr -1.9, Cardio protect 3, ABCB6 inh MLPCN 101, MC4R antag cAMP 6, ABHD5-PLIN5 inh 11, CaV13 FRET inh -2 and Exocytosis inh 2.
`COc1ccc(C(C(=O)NC2CCCCC2)N(Cc2ccco2)C(=O)CNC(=O)c2ccco2)cc1` (stereo unspecified) gave Glyco luc inh -3, HTR2A ag -1, PDI turbidity 7, MC4R ag barr -0.2, Cardio protect 2, ABCB6 inh MLPCN 90, MC4R antag cAMP 0, ABHD5-PLIN5 inh 3, CaV13 FRET inh -2 and Exocytosis inh -3.
CCC(C)NC(=O)C1=C(C)C(=O)OC12CCC(C)CC2 (stereo unspecified) was read as Glyco luc inh 0, HTR2A ag -1, MC4R ag barr -0.3, Cardio protect 8, ABCB6 inh MLPCN 95, MC4R antag cAMP 6, ABHD5-PLIN5 inh 4, CaV13 FRET inh -15 and Exocytosis inh -4.
For COc1cccc(Nc2nc(C(C)N)cs2)n1 (stereo unspecified) the results were Glyco luc inh -1, HTR2A ag 4, PDI turbidity -4, MC4R ag barr -1.5, Cardio protect 13, ABCB6 inh MLPCN 103, MC4R antag cAMP -4, ABHD5-PLIN5 inh -6, CaV13 FRET inh -10 and Exocytosis inh 5.
For O=C(N/N=C/c1ccc2c(c1)OCO2)c1ccc2c(c1)OCO2 the results were Glyco luc inh -4, HTR2A ag -3, PDI turbidity 5, MC4R ag barr 0.2, Cardio protect -7, ABCB6 inh MLPCN 102, MC4R antag cAMP -4, ABHD5-PLIN5 inh -5, CaV13 FRET inh -7 and Exocytosis inh -1.
For CCCOc1ccc(F)cc1-c1cc(C(=O)Nc2cc(OC)c(OC)c(OC)c2)[nH]n1 the results were Glyco luc inh 2, HTR2A ag -5, PDI turbidity -1, MC4R ag barr 3.3, Cardio protect 13, ABCB6 inh MLPCN 90, MC4R antag cAMP 7, ABHD5-PLIN5 inh -2, CaV13 FRET inh -11 and Exocytosis inh 6.
Screening CN(C(=O)COC(=O)c1cc(S(=O)(=O)N2CCCCC2)ccc1Cl)c1ccccc1 returned Glyco luc inh -3, HTR2A ag -1, PDI turbidity -5, MC4R ag barr -1.6, Cardio protect -5, ABCB6 inh MLPCN 100, MC4R antag cAMP 9, ABHD5-PLIN5 inh 8, CaV13 FRET inh -5 and Exocytosis inh -2.
Screening O=[N+]([O-])/C=C1\CCCCCN1 returned Glyco luc inh 1, HTR2A ag 1, PDI turbidity 0, MC4R ag barr 0.3, Cardio protect -16, ABCB6 inh MLPCN 100, MC4R antag cAMP 10, ABHD5-PLIN5 inh -6, CaV13 FRET inh -19 and Exocytosis inh -4.
For CS(=O)(=O)c1ccccc1COC(=O)Nc1ccc(Cl)cc1 the results were Glyco luc inh 2, HTR2A ag 3, PDI turbidity 10, MC4R ag barr 0.3, Cardio protect -2, ABCB6 inh MLPCN 104, MC4R antag cAMP 2, ABHD5-PLIN5 inh 2 and Exocytosis inh 0.
For O=C(NCCCNC1CCCCC1)c1ccc(/C=N/O)nc1 the results were Glyco luc inh -3, HTR2A ag 4, PDI turbidity 3, MC4R ag barr 1.0, Cardio protect 2, ABCB6 inh MLPCN 105, MC4R antag cAMP 5, ABHD5-PLIN5 inh 0, CaV13 FRET inh -2 and Exocytosis inh 6.
Screening CCN1C(=O)C(CC(=O)NCc2ccc(Cl)cc2)N(CC)C1=O (stereo unspecified) returned Glyco luc inh -1, HTR2A ag 4, PDI turbidity -1, MC4R ag barr -2.5, Cardio protect 9, ABCB6 inh MLPCN 99, MC4R antag cAMP 9, ABHD5-PLIN5 inh -1, CaV13 FRET inh -7 and Exocytosis inh 1.
`CCCCc1nnc(SCc2ccc(OCC)cc2)n1N` gave Glyco luc inh 7, HTR2A ag 2, PDI turbidity 2, MC4R ag barr -2.0, Cardio protect -1, ABCB6 inh MLPCN 100, MC4R antag cAMP 1, ABHD5-PLIN5 inh 3, CaV13 FRET inh -5 and Exocytosis inh 0.
Screening COc1ccc(NC(=O)NCc2cccn2C)c(OC)c1 returned Glyco luc inh 1, HTR2A ag -1, PDI turbidity -6, MC4R ag barr 0.4, Cardio protect 0, ABCB6 inh MLPCN 95, MC4R antag cAMP 1, ABHD5-PLIN5 inh 8 and Exocytosis inh 8.
`O=C(CNC(=O)c1n[nH]c2ccccc12)Nc1cc(Cl)ccc1Cl` gave Glyco luc inh 2, HTR2A ag 5, PDI turbidity inconclusive, MC4R ag barr 2.1, Cardio protect -16, ABCB6 inh MLPCN 104, MC4R antag cAMP -2, ABHD5-PLIN5 inh 12, CaV13 FRET inh -5 and Exocytosis inh 12.
O=C1OCc2cccc3cccc1c23 was read as Glyco luc inh 4, HTR2A ag 3, PDI turbidity -7, MC4R ag barr -1.0, Cardio protect 38, ABCB6 inh MLPCN 77, MC4R antag cAMP -7, ABHD5-PLIN5 inh -4, CaV13 FRET inh -3 and Exocytosis inh -4.
For Cc1cc(Br)c2c(c1)/C(=C/C(=O)c1cccs1)C(=O)N2 the results were Glyco luc inh 7, HTR2A ag 5, PDI turbidity -4, MC4R ag barr 6.2, Cardio protect -9, ABCB6 inh MLPCN 95, MC4R antag cAMP -2, ABHD5-PLIN5 inh 10, CaV13 FRET inh -7 and Exocytosis inh -1.
O=C(NCCCN1CCCC1=O)c1csc2ccccc12 was read as Glyco luc inh 0, HTR2A ag 4, PDI turbidity 0, MC4R ag barr -1.8, Cardio protect 1, ABCB6 inh MLPCN 97, MC4R antag cAMP 0, ABHD5-PLIN5 inh 1, CaV13 FRET inh -7 and Exocytosis inh -1.
For CCOC(=O)c1cccc(P(=O)(C(C)(C)C)C(C)(C)C)c1 the results were Glyco luc inh 3, HTR2A ag 0, PDI turbidity 0, MC4R ag barr -1.2, Cardio protect 3, ABCB6 inh MLPCN 101, MC4R antag cAMP 8, ABHD5-PLIN5 inh -5, CaV13 FRET inh -3 and Exocytosis inh 2.
COC(=O)c1c(N2C(=O)[C@H]3[C@@H](C2=O)[C@]2(C(=O)Nc4c2ccc(C)c4C)N2CCC[C@@H]32)sc(C)c1C was read as Glyco luc inh -3, HTR2A ag -1, PDI turbidity -1, MC4R ag barr 1.6, Cardio protect -8, ABCB6 inh MLPCN 127, MC4R antag cAMP 33*, ABHD5-PLIN5 inh -1, CaV13 FRET inh -6 and Exocytosis inh 1.
Screening O=c1c2sccc2n(Cc2ccc(F)cc2)c(=O)n1-c1ccc(F)cc1 returned Glyco luc inh 1, HTR2A ag -3, PDI turbidity -3, MC4R ag barr 1.0, Cardio protect 11, ABCB6 inh MLPCN 106, MC4R antag cAMP 11, ABHD5-PLIN5 inh 2, CaV13 FRET inh -2 and Exocytosis inh 3.
For FC(F)(F)c1ccccc1NC(=S)N1CCN(c2ccccn2)CC1 the results were Glyco luc inh 1, HTR2A ag 9, PDI turbidity 7, MC4R ag barr -4.8, Cardio protect -5, ABCB6 inh MLPCN 97, MC4R antag cAMP 13, ABHD5-PLIN5 inh -4, CaV13 FRET inh -3 and Exocytosis inh 9.
Screening O=C1C2C3C=CC(C4CC34)C2C(=O)N1c1cccc2ccccc12 (stereo unspecified) returned Glyco luc inh -1, HTR2A ag -5, PDI turbidity 6, MC4R ag barr -0.5, Cardio protect 3, ABCB6 inh MLPCN 99, MC4R antag cAMP -2, ABHD5-PLIN5 inh 4, CaV13 FRET inh -20 and Exocytosis inh -14.
Cc1cc(N2CCN(C)CC2)nc(=S)[nH]1 was read as Glyco luc inh 2, HTR2A ag 1, PDI turbidity -2, MC4R ag barr -1.5, Cardio protect 14, ABCB6 inh MLPCN 98, MC4R antag cAMP 29*, ABHD5-PLIN5 inh -1, CaV13 FRET inh -7 and Exocytosis inh -3.
CCCn1c(N)c(N(CCOC)C(=O)CSCC(=O)Nc2cccc(C)c2)c(=O)[nH]c1=O was read as Glyco luc inh 1, HTR2A ag 3, PDI turbidity -6, MC4R ag barr -3.2, Cardio protect 1, ABCB6 inh MLPCN 102, MC4R antag cAMP 12, ABHD5-PLIN5 inh -2, CaV13 FRET inh -3 and Exocytosis inh -4.
Screening CC(=O)Nc1ccc(S(=O)(=O)N2CCC(NC(=O)C(Cc3cccc(F)c3)NC(C)=O)CC2)cc1 (stereo unspecified) returned Glyco luc inh 0, HTR2A ag 4, PDI turbidity 5, MC4R ag barr -1.2, Cardio protect -6, ABCB6 inh MLPCN 105, MC4R antag cAMP 8, ABHD5-PLIN5 inh 4, CaV13 FRET inh -3 and Exocytosis inh 0.
For Nc1ccc2c(O)cc(S(=O)(=O)O)cc2c1 the results were Glyco luc inh -1, HTR2A ag 2, PDI turbidity -9, MC4R ag barr -0.7, Cardio protect 13, ABCB6 inh MLPCN 98, MC4R antag cAMP 7, ABHD5-PLIN5 inh -46, CaV13 FRET inh -6 and Exocytosis inh -2.
For Cc1cc(CNC(=O)COc2ccccc2)c2ccccc2n1 the results were Glyco luc inh 1, HTR2A ag 16*, PDI turbidity -1, MC4R ag barr 0.4, Cardio protect -14, ABCB6 inh MLPCN 87, MC4R antag cAMP -3, ABHD5-PLIN5 inh -4, CaV13 FRET inh 1 and Exocytosis inh -2.

Bioassay records as filed in PubChem BioAssay.
